TEAD-YAP block: TEAD-YAP interaction inhibition. HEK-TIYL cells, TEAD-Gal4/YAP UAS-luciferase luminescence. inhibition, % at 9.12 µM. actives 1.4% (n = 640,000). AID 1259422; in the data active means inhibition above about 32%;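 further: 0% = median of test compound wells and 100% = reference inhibitor wells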
MITF primary: inhibitors of human MITF | O75030 | AlphaScreen MITF homodimerization, bead proximity signal | inhibition, % at 2.6 µM | actives 0.91% (n = 650,000) | AID 1259374; in the data active means inhibition above about 50%;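 further: 0% = vehicle wells with protein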
GPR151 activ: activators of human GPR151 | PathHunter beta-arrestin GPR151 cells, luminescence | activation, % at 11.2 µM | actives 1% (n = 650,000) | AID 1508602; in the data active means activation above about 4.9%;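 further: 0% = median of compound wells and 100% = cells with positive control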
FBW7 activator: human FBW7 E3 ligase activation, primary screen | AlphaScreen FBW7–phospho-cyclin E peptide binding, activator screen | normalized activity (activation), % at 26.1 µM | actives 0.13% (n = 650,000) | Q969H0; in the data active means normalized activity above about 1.9%;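 further: purified mutant Fbw7 with reduced substrate affinity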
Target sequence (Q969H0 whole entry, looked up): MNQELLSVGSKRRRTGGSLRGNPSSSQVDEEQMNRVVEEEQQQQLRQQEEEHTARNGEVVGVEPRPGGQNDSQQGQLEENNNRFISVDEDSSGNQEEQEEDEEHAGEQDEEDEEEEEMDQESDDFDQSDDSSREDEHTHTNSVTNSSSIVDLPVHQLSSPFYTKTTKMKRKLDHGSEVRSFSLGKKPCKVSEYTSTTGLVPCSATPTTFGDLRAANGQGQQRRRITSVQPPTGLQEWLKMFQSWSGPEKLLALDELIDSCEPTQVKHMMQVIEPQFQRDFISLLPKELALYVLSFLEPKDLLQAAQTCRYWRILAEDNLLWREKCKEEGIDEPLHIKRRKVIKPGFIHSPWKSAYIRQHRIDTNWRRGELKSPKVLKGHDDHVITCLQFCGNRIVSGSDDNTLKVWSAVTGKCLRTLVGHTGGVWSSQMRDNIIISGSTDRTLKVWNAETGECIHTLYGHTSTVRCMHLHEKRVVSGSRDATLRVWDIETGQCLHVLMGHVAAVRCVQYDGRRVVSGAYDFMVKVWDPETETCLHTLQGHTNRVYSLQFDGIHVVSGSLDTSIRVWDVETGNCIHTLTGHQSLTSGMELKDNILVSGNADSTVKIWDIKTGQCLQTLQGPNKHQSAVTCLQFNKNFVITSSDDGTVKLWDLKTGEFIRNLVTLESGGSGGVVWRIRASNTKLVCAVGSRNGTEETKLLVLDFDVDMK
* hit, by the source's call; & = joins results of further samples.

SMILES	TEAD-YAP block	MITF primary	GPR151 activ	FBW7 activator
COc1ccc(C(=O)NCC(=O)OCc2ccc([N+](=O)[O-])cc2)cc1	-3	4	8.1*	-0.4
CCOc1ccc(S(=O)(=O)N(CC(=O)NC2CC3CCC2C3)c2ccc(F)cc2)cc1 (stereo not given)	-1	2	-1.0	-0.1
COc1ccc(NC(=O)CN(C)S(=O)(=O)c2ccc3c(c2)CCC(=O)N3)c(OC)c1	-9	-11	-0.5	0.0
COc1ccc([N+](=O)[O-])cc1N/C=C/C(=O)C(F)(F)F	-6	8	0.2	0.1
COc1ccccc1CC(=O)Nc1nc2c(s1)C(=O)CC(C)(C)C2	-15	-3	-0.4	0.0
C=CCOc1c(CNCCCN2CCOCC2)cccc1OCC	-9	-15	-0.1	0.0
O=C(CN1CCC(c2nnc(C3CC3)o2)CC1)N1CCN(c2ccccc2)CC1	4	4	4.8	0.3
Cc1nc(C(N)=O)c2[nH]c(=O)n(C3CCCCC3)c2n1	-1	11	-0.9	0.1
CCC(CC)C(=O)Nc1c2c(nn1-c1ccc(F)cc1)CSC2	-6	-6	1.9	0.0
CCOC(=O)c1ccccc1NC(=O)C(C)Oc1ccc2c(C)cc(=O)oc2c1 (stereo not given)	4	20	1.2	-0.1
Cc1ccc(C)c(NC(=O)C23CCC(C)(C(=O)C2)C3(C)C)c1 (stereo not given)	3	-6	-0.4	0.0
O=C(NCc1ccccn1)C(=O)N/N=C/c1ccc(Br)cc1	6	-24	0.1	-0.1
COCCNC(=O)Cn1c2ccccc2c2nc(=O)cc(C)n21	5	3	-0.3	-0.5
C/C(=N\Nc1nncc2ccccc12)c1ccc(S(=O)(=O)NCc2ccco2)cc1	-63	3	-0.8	-0.1
CCOC(=O)C1=C(C)N=c2s/c(=C3\C(=O)N(C(C)=O)c4ccccc43)c(=O)n2C1c1ccc(OC(C)=O)cc1 (stereo not given)	7	-7	-0.6	-0.1
CN(C)c1ccc(/C=C/c2nc(-c3ccccc3O)n[nH]2)cc1	-35	-9	-0.9	-0.1
COc1cccc(NC(=O)CN(C)C(=O)CNc2ccc(C(F)(F)F)cc2[N+](=O)[O-])c1	0	2	0.5	0.0
Cc1ccc(/C=C(/NC(=O)c2ccccc2)C(=O)NCCc2c[nH]c3ccccc23)o1	15	-13	1.2	-0.1
Cc1ccc(CN2CCC(Oc3cccc(C(=O)NCc4ccccn4)c3)CC2)s1	4	4	0.1	0.0
Cc1ccc(C2C(=O)N(C3CCC(C)CC3)CC(=O)N2CCc2ccc(Cl)cc2)cc1 (stereo not given)	-14	13	-1.6	0.5
O=C(Nc1ccccc1)c1cnc(NC2CCN(Cc3ccccc3)CC2)s1	-12	0	-0.1	-0.1
COc1cccc(C(=O)NCCc2ccc(N3CCCC3)cc2)c1	17	9	-0.7	-0.5
CN(C)S(=O)(=O)c1cccc(C(=O)n2ncc(C#N)c2N)c1	5	-8	5.3*	0.1
CC1CN(Cc2ccccc2Cl)CC(C)O1 (stereo not given)	3	80*	0.4	0.5
CC(=O)N1c2c(ccc(C)c2C)C(C)CC12CCCCC2 (stereo not given)	-3	-2	1.3	-0.1
COc1ccc(N2CCN(C(c3nnnn3Cc3ccco3)C(C)C)CC2)cc1 (stereo not given)	-8	8	0.8	0.2
COCCNC(=O)CN(C)S(=O)(=O)c1ccc(OC)c(C)c1	16	19	-1.1	0.7
COc1ccc(C2/C(=C(/O)c3ccc(Cl)cc3)C(=O)C(=O)N2Cc2cccnc2)cc1OC (stereo not given)	3	-9	-0.8	-0.1
O=C(CSc1nc2sc3c(c2c(=O)n1-c1ccc(Cl)cn1)CCCC3)c1ccc(Cl)cc1	-2	-6	3.0	-0.1
O=[N+]([O-])c1cccc(C2SCCN2S(=O)(=O)c2cccc(C(F)(F)F)c2)c1 (stereo not given)	-56	-8	-0.8	0.0
COc1ccccc1Nc1ncnc2c1cnn2-c1ccccc1	-22	-4	0.5	-0.1
CCOc1ccc(N=Cc2ccc(N(C)C)cc2)cc1	3	6	1.6	-0.2
Cn1cc(CN2CCC(=O)N(CC3CC3)CC2)c2ccccc21	0	8	0.5	0.2
COc1ccc(-c2noc(N3CCCC(C(=O)Nc4cc(Cl)ccc4OC)C3)n2)cc1 (stereo not given)	6	4	0.2	0.0
Cc1cc(=O)[nH]c2nnc(SCC(=O)Nc3ccccc3)n12	3	8	0.6	0.2
CC(/C=N/Nc1nnc2c(n1)[nH]c1ccc(C)cc12)=C\c1ccco1	-16	19	0.9	0.0
CC(=O)c1cccc(-c2nc(NC3CCN(Cc4ccccc4)CC3)c3ncn(C4CCCCC4)c3n2)c1	-2	8	4.6	-0.2
O=Cc1cc([N+](=O)[O-])ccc1OCc1cccc2ccccc12	4	16	0.3	0.3
Cc1nc(-c2cccnc2)sc1CCNS(=O)(=O)c1ccc2c(c1)CCCC2	-22	-14	0.2	-0.4
CCOC(=O)c1oc2cc(NC(=O)c3ccc(OC)cc3)ccc2c1C	-4	5	-0.3	-0.1
COc1ccc(C(C)NC(=O)c2ccccc2I)cc1 (stereo not given)	9	2	2.4	-0.1
COc1ccccc1NC(=O)C1CC(=O)N(c2ccccc2)C1 (stereo not given)	5	-8	-1.1	-0.1
COc1ccc(C(OC(=O)c2ccc(F)cc2)c2nccc3ccccc23)cc1 (stereo not given)	-13	7	-0.4	-0.1
CS(=O)(=O)N1CCN(C(=O)c2cccc(Cl)c2)CC1	-5	-4	0.1	-0.1
CC1CCN(c2nn3c(N)c(/C=C4\C=CC(=O)C(O)=C4)c(=O)nc3s2)CC1	-1	-33	0.8	-0.2
COc1cc(C)nc(NC(=O)NC(=O)c2ccc(C(F)(F)F)cc2)n1	16	4	-0.2	0.0
Cc1cccc(N(CCCN2C(=O)c3cccc4cccc(c34)C2=O)C(=O)c2ccc(-c3ccccc3)cc2)c1	-8	-9	-0.2	0.2
Clc1cccc2sc(N3CCCC3)nc12	-27	12	0.1	-0.1
CCOP(=O)(CN(CCc1ccccc1)C(=S)Nc1ccc(C)c(Cl)c1)OCC	3	8	0.4	0.6
Cc1sc2nc(CSc3nc4ccccc4c(=O)n3C)[nH]c(=O)c2c1C	7	8	1.0	0.0
CC(C)CNc1c(N)c(=O)oc2ccccc12	-1&2	13&16	0.6&-0.4	0.0&0.8
N=C1C(c2ccccc2)=C(O)CN1c1cccc(Cl)c1	1	10	-1.2	0.1
COc1cc(C(=O)Nc2c3c(nn2-c2ccc(F)cc2)CS(=O)(=O)C3)cc(OC)c1OC	7	4	0.8	0.1
C=CCN(CC=C)CCCOc1ccccc1C(=O)OC	-4	28	-1.2	-0.1
CN(Cc1ccccc1)C(=O)c1nc2ccccn2c1CNCCSc1ncn[nH]1	5	4	-0.1	0.2
CCS(=O)(=O)NCC1CCN(c2ncccn2)CC1	-9	-13	1.8	-0.2
COc1ccc(/C=N/Nc2nc3ccccc3n3cnnc23)c(OC)c1	8	16	-0.2	0.9
CN(C)CCCNS(=O)(=O)Cc1ccc(Cl)cc1	3	-3	-1.0	-0.1
CN(CCCN1CCOCC1)C(=O)c1cc(COc2ccc(F)cc2F)on1	7	8	-0.8	0.0
c1ccc(Nc2nc(Nc3ncccn3)nc3c2ncn3-c2ccsc2)cc1	22	12	-0.8	0.1

Rewritten comma-delimited: 13 of the compounds above
Molecule,TEAD-YAP block,MITF primary,GPR151 activ,FBW7 activator
Clc1cccc2sc(N3CCCC3)nc12,-27,12,0.1,-0.1
CCOP(=O)(CN(CCc1ccccc1)C(=S)Nc1ccc(C)c(Cl)c1)OCC,3,8,0.4,0.6
Cc1sc2nc(CSc3nc4ccccc4c(=O)n3C)[nH]c(=O)c2c1C,7,8,1.0,0.0
CC(C)CNc1c(N)c(=O)oc2ccccc12,-1&2,13&16,0.6&-0.4,0.0&0.8
N=C1C(c2ccccc2)=C(O)CN1c1cccc(Cl)c1,1,10,-1.2,0.1
COc1cc(C(=O)Nc2c3c(nn2-c2ccc(F)cc2)CS(=O)(=O)C3)cc(OC)c1OC,7,4,0.8,0.1
C=CCN(CC=C)CCCOc1ccccc1C(=O)OC,-4,28,-1.2,-0.1
CN(Cc1ccccc1)C(=O)c1nc2ccccn2c1CNCCSc1ncn[nH]1,5,4,-0.1,0.2
CCS(=O)(=O)NCC1CCN(c2ncccn2)CC1,-9,-13,1.8,-0.2
COc1ccc(/C=N/Nc2nc3ccccc3n3cnnc23)c(OC)c1,8,16,-0.2,0.9
CN(C)CCCNS(=O)(=O)Cc1ccc(Cl)cc1,3,-3,-1.0,-0.1
CN(CCCN1CCOCC1)C(=O)c1cc(COc2ccc(F)cc2F)on1,7,8,-0.8,0.0
c1ccc(Nc2nc(Nc3ncccn3)nc3c2ncn3-c2ccsc2)cc1,22,12,-0.8,0.1

Continued.
SMILES	TEAD-YAP block	MITF primary	GPR151 activ	FBW7 activator
CSc1ccc(C2Oc3ccccc3C3=C2C(c2ccc(C)cc2)n2ncnc2N3)cc1 (stereo not given)	-2	11	-0.1	0.1
COC(=O)C1=C(C)N(CC2CCCO2)C(=O)/C1=C\c1ccccc1 (stereo not given)	3	-4	-0.6	-0.1
COc1ccc(CCn2c(=S)[nH]c3ncccc3c2=O)cc1OC	7	9	0.0	0.5
CC(c1ccccc1)C(CC(=O)Nc1ccccc1)C(=O)O (stereo not given)	-4	1	0.4	0.1
Fc1cccc(COn2nnc3ccc(Cl)cc32)c1	-4	10	0.5	0.2
Cc1nn(C)c(C)c1N1C(=O)c2cccc3cc([N+](=O)[O-])cc(c23)C1=O	-12	10	0.4	-0.2
O=C(CC1c2ccccc2Oc2ccccc21)NCc1ccco1	5	6	0.1	0.0
CCOCCSc1nc2c(c(=O)[nH]1)C(C1CCCC1)Cc1ccccc1-2 (stereo not given)	-1	7	-0.7	0.1
O=S(=O)(c1cccc(F)c1)N1CCC(CO)(Cc2cccc(F)c2)CC1	-4	-10	-0.9	-0.2
COc1cccc(N2CCN(c3cc(NCCO)c([N+](=O)[O-])c4nonc34)CC2)c1	4	5	1.3	-0.2
COC(=O)c1ccc(N2C(=O)c3ccc(C(=O)Oc4cccc([N+](=O)[O-])c4)cc3C2=O)cc1	7	7	3.4	-0.3
COc1ccccc1C(=O)Nc1ccc2nc(N3CCCCC3)cc(C)c2c1	-6	0	-1.9	0.2
COc1cc(NC(=O)C(C)(C)C)c(C(=O)OCC(N)=O)cc1OC	0	1	0.5	0.2
O=C(Nc1ccc(NC(=O)c2cccs2)cc1)c1ccc(Br)cc1	-2	-10	0.7	0.1
CC(C)C[C@H]1NC(=O)[C@@H]2C[C@H](NCc3ccc(Cl)s3)CN2C1=O	14	20	-0.1	1.0
CC(C)N(CCNC(=O)c1cccc(NCCN2CCOCC2)n1)C(C)C	-13	16	-1.4	0.1
Cc1cc(C(=O)N2CCOCC2)nn1CC(=O)NCCc1ccccc1	-1	-22	-0.3	0.1
COc1ccc(C(=O)Nc2cccc(NC(=O)c3cccc(Cl)c3)c2)cc1[N+](=O)[O-]	24	7	-0.2	-0.2
O=C(NCc1cccs1)C1CC12CCN(Cc1coc3ccccc3c1=O)CC2 (stereo not given)	-1	-14	0.3	0.2
C=C(C)Cn1c(SCc2ccccc2)nc2c1c(=O)n(C)c(=O)n2C	-19	8	0.2	0.0
COc1ccc(S(=O)(=O)N(C)CC(=O)NCc2cccnc2)cc1Cl	-8	-1	2.1	0.0
CCN(CC)S(=O)(=O)c1ccc(C(=O)Nc2nc3ccc4nc(SC)sc4c3s2)cc1	4	-2	1.1	-0.1
CCOc1cc(C=O)ccc1OC(=O)c1cc(C)cc([N+](=O)[O-])c1	-3	-14	1.1	0.2
Cc1ccc(-n2c(=O)[nH]c3c(C(N)=O)nc(-c4ccccc4C)nc32)cc1	-2	13	-0.6	0.3
CC1=C([N+](=O)[O-])C(c2ccc(O)cc2)NC(=O)N1 (stereo not given)	3	-2	-0.4	-0.2
COc1ccc(Cn2c(CO)cnc2SCc2ccccc2C)cc1	-66	16	0.1	-0.1
O=S(=O)(c1cc(Cl)cc(Cl)c1O)c1cc(Cl)cc(Cl)c1O	-11	7	2.1	0.1
Cc1nc2c3ccccc3n3c(CCCC(=O)NC4CC4)nnc3n2n1	8	7	1.2	0.2
COc1ccc(NC(=O)CSc2c[nH]c3ccccc23)cc1	1	-17	2.6	0.3
CS(=O)(=O)c1nc2ccccc2[nH]1	3	5	0.4	0.0
CCCn1c(SCC(=O)Nc2cccc(C)n2)nnc1C(C)C	-12	5	-0.3	0.0
CNc1c(NC(=O)c2cccc(F)c2)c(=O)oc2ccccc12	0	-3	0.0	-0.1
C=CCn1c(N)cc(=O)nc1SC(C)C(=O)Nc1ccc(C(=O)OCC)cc1 (stereo not given)	1	3	1.0	-0.1
CC1CCN(S(=O)(=O)c2cccc(C(=O)Nc3ccccc3C(=O)Nc3ccc(F)cc3)c2)CC1	3	7	-0.8	-0.1
COc1ccc(Oc2coc3cc(OCCc4ccccc4)ccc3c2=O)cc1	6	5	1.0	0.9
COc1ccc(C2=NC(c3ccc(Br)cc3)NC(c3ccccc3O)C2)cc1 (stereo not given)	-66	-6	-0.7	-0.3
CCOc1ccc(NC(=O)NCCOC)cc1	-2	22	0.2	0.5
CCCC(=O)NCC1Cc2cc(-c3ccc(S(C)(=O)=O)cc3)ccc2O1 (stereo not given)	-5	-7	0.9	0.1
COCCCNCCOCCOc1cc(Cl)ccc1Cl	4	26	-1.3	0.0
CCOc1ccc(NC2=CC(=O)CC(c3ccccc3)C2)cc1 (stereo not given)	-18	-6	0.1	-0.1
CCOC(=O)c1c(C)oc2cc(Br)c(OC(=O)c3ccc(OC)cc3)cc12	-2	-7	1.4	-0.1

Screening results (PubChem)

Compounds as they come; about 3.4% have a hit in one of these screens.
